# TTR transcr act = activators of transthyretin transcription. SH-SY5Y TTR promoter Gaussia luciferase, luminescence; 100% = recombinant luciferase protein wells. activation, % at 16.7 µM. hit rate 1.3% among 92,000. AID 1117267;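 active = activation above the mean of all tested compounds plus 3 SD, cut at about 9.5% in these data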;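 also: cells exposed to compounds for one day before reading; 0% = median of all test compound wells on the plate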
# * hit, by the source's call. An excerpt; rates above refer to the full screens.
SMILES,TTR transcr act
CN(C)C(=O)c1cc2cc(Br)ccc2s1,0.4
O=C(c1ccc([N+](=O)[O-])o1)N1CCOCC1,-0.9
CCOc1ccc(OCCCCN2CCCC2)cc1,2.3
CC(C)c1nc2sc3c(SCC(N)=O)ncnc3c2c2c1CCC2,0.2
CS(=O)(=O)N(CC(=O)Nc1c(F)cccc1F)Cc1ccccc1,-0.2
Cc1nn(CC(=O)Nc2sc3c(c2C#N)CCC(C(C)(C)C)C3)c(C)c1[N+](=O)[O-] (stereo not drawn),0.2
O=C(O)c1ccn2c(C(=O)c3ccccc3)c(-c3ccccc3)cc2c1,-0.2
O=C(Oc1ccc(/C=N/NC(=O)c2ccccc2O)cc1)c1ccccc1,0.9
COc1cc(C(=O)NCC(=O)NCC2COc3ccccc3O2)cc(OC)c1OC (stereo not drawn),2.0
NC(=O)c1ccc(-n2nc(C(F)(F)F)c3c2CCCC3)cc1,0.4
NCCS(=O)(=O)NC1CCCCC1,0.1
Cc1ccc(NC(=O)c2nc[nH]c2C(=O)N[C@H](C)c2ccccc2)cc1,6.3
Cc1ccc2c(c1)CCO[C@]21O[C@H](CCO)C[C@H](O)[C@H]1O,1.9
N#Cc1cccc(NC(=O)COC(=O)c2ccc3c(=O)n4c(nc3c2)CCC4)c1,1.8
CC(C)CC(=O)Nc1cccc(-c2nc3ccccc3o2)c1,-0.8

# Overlap with the part before: 5 entries; new compounds follow.
SMILES,TTR transcr act
NCCS(=O)(=O)NC1CCCCC1,0.1
Cc1ccc(NC(=O)c2nc[nH]c2C(=O)N[C@H](C)c2ccccc2)cc1,6.3
Cc1ccc2c(c1)CCO[C@]21O[C@H](CCO)C[C@H](O)[C@H]1O,1.9
N#Cc1cccc(NC(=O)COC(=O)c2ccc3c(=O)n4c(nc3c2)CCC4)c1,1.8
CC(C)CC(=O)Nc1cccc(-c2nc3ccccc3o2)c1,-0.8
CN1CCCN(S(=O)(=O)c2ccc3ccccc3c2)CC1,0.9
CC(=O)N1CCOc2ccc(S(=O)(=O)N3CC(C)CC(C)C3)cc21 (stereo not drawn),2.1
Cc1ccc(S(=O)(=O)N2CCOCC2)cc1NC(=O)COC(=O)/C=C/c1ccco1,2.5
NS(=O)(=O)c1ccc(NC(=S)N2CCC(O)CC2)cc1,1.7
O=C(Nc1cccc(C(F)(F)F)c1)C1Cc2c(-c3ccccc3)ccnc2O1 (stereo not drawn),4.8
Oc1ccc(Cl)cc1-c1cc(-c2ccccc2)n[nH]1,0.2
COC(=O)c1cn(CC(=O)NCc2ccco2)c2ccccc12,-0.1
Cc1ccc(CN2CCN(Cc3cccn3-c3nccs3)CC2CCO)cc1 (stereo not drawn),-0.7
CCCC1CCC2(CC1)CCC2OC(=S)Nc1ccc(N(C)C)cc1 (stereo not drawn),2.2
Cc1ccnc(NC(=S)N2CCC(Nc3cccc(C(F)(F)F)c3)CC2)c1,4.6
O=C1C=C(c2ccc3ncccc3c2)C[C@@H](c2ccc(Cl)cc2)C1,-4.2
COC(=O)c1c(-c2ccncc2)csc1NC(=O)c1ccoc1C,-2.5
c1csc(CNc2ncnc3ccc(-c4ccc5c(c4)OCO5)cc23)n1,-2.0
C=CCN1C(c2ccc(Br)cc2)=CS/C1=C(/C#N)c1nnc(N2CCOCC2)n1-c1ccccc1,-2.5
O=C(NCCCn1cccn1)c1cc(COc2ccc(F)cc2Cl)on1,-0.6

# At a glance, part of the list above:
SMILES,TTR transcr act
CN(C)C(=O)c1cc2cc(Br)ccc2s1,0.4
O=C(c1ccc([N+](=O)[O-])o1)N1CCOCC1,-0.9
CCOc1ccc(OCCCCN2CCCC2)cc1,2.3

# Continuation:
SMILES,TTR transcr act
CCCCNS(=O)(=O)/C=C/c1ccccc1CCNC(=O)OC(C)(C)C,9.0
Clc1cccc(Cl)c1-c1noc(CN2CCOCC2)n1,3.6
N/C(=N\OS(=O)(=O)c1ccc(Cl)cc1)c1cccnc1,-0.2
CCCS(=O)(=O)n1nc(-c2ccc(Br)cc2)cc1N,0.0
CC1CCN(CCCNC(=O)c2ccc3c(=O)n(Cc4ccc(Cl)cc4)c(=S)[nH]c3c2)CC1,-2.3
[O-][n+]1ccccc1SC/C=C/c1ccccc1,4.2
COc1ccc(C)cc1NC(=O)c1cnc2sccn2c1=O,-1.6
CCOC(=O)[C@]12CCCC=C1N(CCCOC)C(=O)[C@@H]2CC(=O)NCc1ccc(C)o1,0.8
Clc1ccc(-c2cnn3c(-c4ccncc4)ccnc23)cc1,1.3
CC(Sc1nnc(CNc2cccc3ccccc23)n1-c1ccccc1)C(=O)N/N=C/c1ccco1 (stereo not drawn),2.3
O=c1ccc(-c2ccccc2)no1,0.2
CCn1c(CSc2nnc3ccccn23)nc2cc(C(=O)O)ccc21,0.7
CC(C)(C)n1nnnc1C(c1ccc2ncccc2c1)N1CCC(O)CC1 (stereo not drawn),-1.2
CC(=O)N(C)c1ccc(NC(=O)Cc2cccs2)cc1,-1.6
CCn1c(CNc2ccc(F)cc2)nnc1SCC(=O)N1CCCc2ccccc21,1.0

# Retrieved by compound from the list above (4):
SMILES,TTR transcr act
Cc1nn(CC(=O)Nc2sc3c(c2C#N)CCC(C(C)(C)C)C3)c(C)c1[N+](=O)[O-] (stereo not drawn),0.2
CN1CCCN(S(=O)(=O)c2ccc3ccccc3c2)CC1,0.9
N/C(=N\OS(=O)(=O)c1ccc(Cl)cc1)c1cccnc1,-0.2
O=c1ccc(-c2ccccc2)no1,0.2

# Next section.
SMILES,TTR transcr act
CCOC(=O)[C@]12CCC=C1N(Cc1cccc3ccccc13)C(=O)[C@H](CC(=O)NCCCOC)C2,-2.3
O=C1C(=O)N(c2ccccn2)C(c2ccc(Br)cc2)/C1=C(/O)c1ccc(Br)cc1 (stereo not drawn),-1.8
Cn1c(=O)[nH]c(=O)c2c1nc(NC1CCCCC1)n2Cc1ccccc1,-2.8
C[C@H](CO)N1C[C@H](C)[C@@H](CN(C)C(=O)Nc2ccccc2)Oc2c(NC(=O)C3CCCCC3)cccc2C1=O,-0.4
Cc1ccc(N(C)C(=O)N2CCN(S(=O)(=O)c3ccc4ccccc4c3)CC2)cc1,-0.4
COc1ccc(NC(=S)N(CCc2c(C)[nH]c3ccc(C)cc23)Cc2ccco2)cc1,-1.5
O=C(c1cccc(Cl)c1)N1CCC(=O)N([C@H](COCc2ccccc2)Cc2ccccc2)CC1,-2.7
Cc1ccc(Cl)cc1N1CCN(C(=O)Cc2cn(C)c3ccccc23)CC1,1.4
Cc1cccc(S(=O)(=O)NC(=O)C2(C)CCN2C(=O)Cc2cc(F)ccc2F)c1 (stereo not drawn),-2.2
Cc1ccccc1-n1c(=O)cc(N2CCN(Cc3ccccc3)CC2)[nH]c1=O,-0.7
COc1ccc(C2Nc3ccccc3C(=O)N2Cc2ccccc2)cc1COc1ccc(NC(C)=O)cc1 (stereo not drawn),-3.0
CCOC(=O)C1CCCN(c2c(NCC3CCCO3)c(=O)c2=O)C1 (stereo not drawn),0.7
CCc1ccc(NC(=S)NC(=O)c2c(-c3ccccc3Cl)noc2C)cc1,-0.2
CSc1ccccc1NC(=O)CSCc1ccc(C)cc1,-1.1
O=C(O)COCC(=O)Nc1ccc(Oc2ncnc3cc(Cl)ccc23)nc1,-1.7
Cc1ccc(N(CC(=O)Nc2cccc(N(C)S(C)(=O)=O)c2)S(C)(=O)=O)cc1,-0.3
O=C(c1coc(=O)c(Br)c1)N1CCC(C(O)(c2ccccc2)c2ccccc2)CC1,-0.8
C=CCN(C(=O)c1csnn1)C(C(=O)NCc1ccccc1)c1cccs1 (stereo not drawn),0.8
COc1ccc2c(c1)nc(N)n2Cc1ccccc1,-1.8
O=C(COC(=O)c1cccc(Cl)c1)Nc1cc(S(=O)(=O)N2CCOCC2)ccc1N1CCOCC1,-2.0
Cn1c(N)c(C#N)c2c(c1=S)COC(C)(C)C2,-1.7
CC1CCN(CCCCOc2ccc(Br)cc2)CC1,-0.3
CC(=O)Nc1ccc(NC(=O)COC(=O)c2ccc(S(=O)(=O)NCc3ccco3)cc2)cc1,0.4
COc1cc(NC(=O)CSCC(=O)N(C)C2CCCCC2)cc(OC)c1,1.7
CCOc1cc(C#N)c(NC(=O)Cn2nnc3ccccc32)cc1OCC,0.3
Cc1ccc(-c2nc(CSCC(=O)NC3CCN(Cc4ccccc4)CC3)c(C)o2)cc1,-4.1
COc1cc(/C=C2/SC(=S)N(C)C2=O)ccc1OC(=O)c1ccco1,-1.3
O=C(NCc1ccc(F)cc1)C1CCN(S(=O)(=O)N2CCOCC2)CC1,1.4
COC(=O)c1c(C)oc(C)c1S(=O)(=O)NC(c1ccccc1)c1ccccc1,-0.7
Cc1ccccc1Nc1nc(N)nc(CN(C)c2ccccc2)n1,4.0
COc1ccc(N2CCN(C(=O)Cc3ccc(Br)cc3)CC2)cc1,-1.7
CN(C)CCN(C(=O)c1ccc(C(=O)c2ccccc2)cc1)c1nc2cc3c(cc2s1)OCO3,-2.2
CCOCC(=O)N1CCCC(C(=O)OCC)C1 (stereo not drawn),2.9
Cc1ccc(-c2cc3c(N=O)c4ccccc4c-3n[nH]2)cc1,-0.6
Cc1ccc2cc(-c3noc(C(C)(C)C)n3)c(=O)[nH]c2c1,0.8
N#Cc1cc2c(nc1SCc1ccncc1)CCC2,0.7
COC(=O)C[C@H]1C=C[C@H](NC(=O)Cc2ccccc2)[C@@H](CO)O1,0.2
CCOc1ccc(-n2c(SCC(=O)O)nc3sc4c(c3c2=O)CCCC4)cc1,2.1
CC(C)N(C(=O)[C@H]1C[C@H](CC(=O)NCc2cccc(C(F)(F)F)c2)C(=O)N2CCc3c([nH]c4cc(-c5ccco5)ccc34)[C@]12C)C(C)C,-1.2
CCc1cc(=O)oc2c(CN3CCN(C)CC3)c(O)c(Cl)cc12,0.0
O=C(Nc1cccc(OCC(=O)N2CCOCC2)c1)C1CCCCC1,0.6
CCc1ccc(S(=O)(=O)NCc2csc(C)n2)s1,-1.0
Cc1cc(C(=O)CSc2nnc(-c3ccc(Cl)cc3)n2C)c(C)n1CC1CCCO1 (stereo not drawn),-0.9
COC(=O)c1ccc(/C=N/NC(=O)C(=O)NCc2ccccc2)cc1,1.3
O=C(COC(=O)c1ccccc1O)Nc1cccc(S(=O)(=O)NC2=NCCCCC2)c1,1.1
CC(C)C(=O)Nc1ccc(NC(=O)c2ccco2)cn1,1.3
COC(=O)[C@@H]1CC[C@@](C)(c2ccc(OC)cc2)C1(C)C,-2.5
C=C(C)c1cccc(C(C)(C)NC(=O)Nc2cccnc2)c1,-0.1
Cc1c(Br)c(C(F)(F)F)nn1CC(=O)NCc1ccco1,0.0
CCOc1ccccc1OCC(=O)OCC(=O)NNC(=O)c1ccc([N+](=O)[O-])cc1,-0.5
O=C(/C=C/c1ccc(F)cc1)NC(=S)Nc1ccccc1,0.1
COc1ccc(C(=O)N2CCN(c3ncccn3)CC2)cc1[N+](=O)[O-],-2.0
CC(C)C(=O)Nc1cccc2nsnc12,3.4
CCn1c(CCNC(=O)c2ccc(Cl)cc2Cl)n[nH]c1=S,3.9
C#CCOCCOCCOCCNc1nc(N2CCN(C(=O)C([C@@H](C)O)n3cc([C@@H](N)CCCCN)nn3)CC2)nc(N2CCN(C(=O)[C@H](CCC(=O)O)n3cc([C@@H](N)CCCCN)nn3)CC2)n1 (stereo partly drawn),1.1
O=C(O)CCC1(CCC(=O)O)CCCC(CCC(=O)O)(CCC(=O)O)C1=O,1.3
COCc1nc2ccccc2n1CCc1ccccc1,1.5
Cc1ccc(C2=NN(S(C)(=O)=O)C(c3cccs3)C2)cc1 (stereo not drawn),-3.3
COc1nnc(-c2ccc(N3CCOCC3)c(NC(C)=O)c2)c2ccccc12,-0.1
CC(OC(=O)c1ccc(Cl)cc1)C(=O)NCC1CCCCC1 (stereo not drawn),-0.2

# (cont.)
SMILES,TTR transcr act
Nc1c(O)ccc2c1C(=O)c1ccccc1C2=O,2.1
CCOC(=O)C1CCN(C(=O)c2ccc(OC3CCN(C(=O)COC)CC3)cc2)CC1,0.3
COc1ccc(S(=O)(=O)N(C)CC(=O)N2CCC(C)CC2)cc1Cl,-1.7
CC(C)C(NC(=O)c1ccccc1)c1nnc(SCC(=O)Nc2nccs2)n1C (stereo not drawn),0.3
CCOc1ccc(CN(C(=O)c2cccs2)C2CCS(=O)(=O)C2)cc1 (stereo not drawn),-1.6
O=C(O)C1C(c2ccccc2)C(C(=O)Oc2ccccc2)C1c1ccccc1 (stereo not drawn),-1.0
COc1ccc(Cn2c(=O)[nH]c3cc(C(=O)N4CCN(c5ccccn5)CC4)ccc3c2=O)cc1,0.4
C[C@@H]1CN([C@H](C)CO)S(=O)(=O)c2ccc(-c3ccc(C(=O)N(C)C)cc3)cc2O[C@H]1CN(C)C(=O)Cc1ccccn1,0.6
COc1ccc(C2=NOC(Cn3nc(C(=O)NCc4cccc(C(F)(F)F)c4)cc3-c3ccccc3)C2)cc1 (stereo not drawn),-4.2
COc1cccc(C(=O)Nc2nc(-c3ccncc3)cs2)c1,-0.9
O=C(Nc1cccc(-n2cnnn2)c1)c1cnccc1Cl,0.4
CC1C(=O)N(Cc2cn(CC3CCCCC3)nn2)CCS(=O)(=O)N1Cc1ccc(-c2ccc(Cl)c(Cl)c2)cc1 (stereo not drawn),-1.2
CC(=O)Nc1ccc2nc(NC(=O)COc3ccc(C)cc3)sc2c1,-0.8
COc1ccccc1NC(=O)CSc1nnc(-c2ccc(C)cc2)o1,-2.2
CC(C)(Cc1ccc(O)cc1)NC(=O)CC(=O)N=Nc1c(O)[nH]c2cc(Br)ccc12,-1.2
Cc1ccc(C(=O)Nc2ccn(Cc3ccc(F)cc3)n2)o1,-1.4
CCC(=O)Oc1ccc(C2N(C(=O)CC)CCN2S(=O)(=O)c2ccc(C)cc2)cc1OC (stereo not drawn),0.6
CCc1nc2ccccc2nc1N1CCN(S(=O)(=O)c2ccccc2)CC1,-1.1
CC1CCCN(S(=O)(=O)c2cc3c4c(c2)C(C)C(=O)N4CCC3)C1 (stereo not drawn),-1.2
CCn1nc(Cc2cccc3ccccc23)c(C#N)c1N,-0.9
CNC(=O)c1ccc(-c2ccc(F)cc2)s1,9.2

# Screens as filed in PubChem.
